GLS inh: blocks human kidney-isoform glutaminase activity | O94925 | GLS enzymatic activity, qHTS titration | Potency, µM (series often up to 45.5 µM), for the others: at the highest dose activity change, negative = inhibition, hits mostly inhibitors | 410,000 tested, 0.21% active | AID 624170; note: % is set by controls: 0 for no effect and ±100 for the full control effect
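Coupled fluorescence readout: glutamate oxidase/HRP/Amplex Red detect glutamate formed by hKGA from L-glutamine (1 mM solution added). Buffer 45 mM KH2PO4 pH 8.2, 0.02% Tween-20; reads at t0 and 30 min RT.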
BAZ2B block: inhibitors of human BAZ2B bromodomain | AlphaScreen BAZ2B-H3K14Ac peptide displacement | Potency, µM (series often up to 114 µM), for inactives: top-dose activity change, negative = inhibition, actives largely listed as inhibitors | 360,000 tested, 4.4% active | Q9UIF8; note: % is set by controls: 0 for no effect and ±100 for the full control effect; nearly all actives have a fitted effect of over 60% in size
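Protein-peptide AlphaScreen: BAZ2B 50 nM, b-H3K14Ac 50 nM, 1x PBS pH 7.4 + 0.01% Tween-20. Preincubation 30 min RT; cpd 30 min RT (top 110 uM); beads 20 min RT, light-protected.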
Pin1 inh: human Pin1 inhibition | Pin1 FP peptide displacement, HiFluor488, 10 min | Q13526 | Potency, µM (top dose mostly 115 µM), for the others: at the highest dose activity, negative = inhibition, actives largely listed as inhibitors | 390,000 tested, 0.009% active; active = well fitted inhibition curve with a large enough effect in the polarisation, with a control signal flat, not every such curve was filed as active; inconclusive = small, poorly fitted or top-dose-only effect, or effect the other way, or a change in a side signal; inactive = no such curve, though single readings can be large or run the other way; the % refers to the polarisation; note: % is set by controls: 0 for no effect and ±100 for the full control effect
Target sequence (Q13526 whole entry, looked up): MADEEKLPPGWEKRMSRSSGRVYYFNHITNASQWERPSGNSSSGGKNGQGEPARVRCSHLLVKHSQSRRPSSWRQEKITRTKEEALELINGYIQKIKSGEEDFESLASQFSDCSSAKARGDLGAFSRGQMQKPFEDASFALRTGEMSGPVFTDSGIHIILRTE
HP1b chromo inh: blocks HP1-beta chromodomain binding to methylated histone tails. AlphaScreen HP1-beta / biotin-H3K9me3 peptide binding. Potency, µM (series often up to 114 µM), without a hit: top-dose activity change, negative = inhibition, actives largely listed as inhibitors. 390,000 tested, 0.56% active. AID 540317; note: nearly all actives have a fitted effect of over 70% in size; inactives centre near 23
Target sequence (P83916 whole entry, looked up): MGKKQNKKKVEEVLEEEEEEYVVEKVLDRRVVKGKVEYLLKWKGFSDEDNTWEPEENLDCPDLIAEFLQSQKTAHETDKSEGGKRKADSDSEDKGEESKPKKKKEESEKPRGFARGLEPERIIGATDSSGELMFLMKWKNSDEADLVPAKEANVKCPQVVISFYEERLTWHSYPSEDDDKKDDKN
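AlphaScreen: HP1-beta (50 nM) preformed 30 min with biotin-H3(1-18)K9me3 peptide (50 nM) in PBS pH 7.4, 0.01% Tween-20. Compound added for 30 min at RT, then streptavidin donor/nickel chelate acceptor beads (10 ug/mL) for 30 min.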
JMJD2A Tudor: blocks the human JMJD2A Tudor domain; O75164; Potency, µM (doses to about 114 µM), inactives show at the top dose activity change, negative = inhibition, hits mostly inhibitors; 390,000 tested, 4.4% active; AlphaScreen JMJD2A-Tudor / H3K4me3 peptide binding; AID 504339; note: % is set by controls: 0 for no effect and ±100 for the full control effect; nearly all actives have a fitted effect of over 50% in size
Pol iota inh: DNA polymerase iota (human) inhibition; Q9UNA4; Pol iota fluorescent replication assay, 10 min; 390,000 tested, 1% active; Potency, µM (doses to about 115 µM), for inactives: at the highest dose activity, negative = inhibition, hits mostly inhibitors
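Fluorescent replication assay read twice, at 0 min and 10 min after adding 50 nM (final) substrate. Enzyme (10 nM) and compounds were first incubated 15 min at room temperature; enzyme-free buffer wells were negative controls.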
G9a block: blocks human histone lysine methyltransferase G9a; Q96KQ7; G9a H3K9 monomethylation, AlphaScreen, 2 h; Potency, µM (doses to about 102 µM), for the others: at the highest dose activity, negative = inhibition, hits mostly inhibitors; 350,000 tested, 8.8% active; note: % is set by controls: 0 for no effect and ±100 for the full control effect; nearly all actives have a fitted effect of over 75% in size
Target sequence (Q96KQ7 913-1193 limits assumed): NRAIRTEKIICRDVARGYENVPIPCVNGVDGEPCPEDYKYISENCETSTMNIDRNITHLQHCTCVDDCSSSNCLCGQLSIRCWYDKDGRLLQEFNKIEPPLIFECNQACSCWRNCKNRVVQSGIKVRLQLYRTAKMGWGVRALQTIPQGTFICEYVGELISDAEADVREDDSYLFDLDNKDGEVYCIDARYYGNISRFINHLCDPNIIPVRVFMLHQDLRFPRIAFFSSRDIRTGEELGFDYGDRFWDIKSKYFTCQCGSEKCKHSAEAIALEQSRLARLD
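Step 1: enzyme (final 20 nM) with compound, 15 min RT. Step 2: substrate peptide 500 nM and SAM 20 uM, 2 h RT. Step 3: anti-H3K9me1 antibody and AlphaScreen beads, 10 min, then plate read.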
PGK inhibitor: T. brucei PGK inhibition; PGK/GAPDH coupled, Kinase-Glo luminescence, 60 min; 380,000 tested, 0.043% active; AID 602233; Potency, µM (series often up to 57.5 µM), for the others: at the highest dose activity change, negative = inhibition, hits mostly inhibitors; note: % is set by controls: 0 for no effect and ±100 for the full control effect; nearly all actives have a fitted effect of over 60% in size
Target sequence (P07378 whole entry, looked up): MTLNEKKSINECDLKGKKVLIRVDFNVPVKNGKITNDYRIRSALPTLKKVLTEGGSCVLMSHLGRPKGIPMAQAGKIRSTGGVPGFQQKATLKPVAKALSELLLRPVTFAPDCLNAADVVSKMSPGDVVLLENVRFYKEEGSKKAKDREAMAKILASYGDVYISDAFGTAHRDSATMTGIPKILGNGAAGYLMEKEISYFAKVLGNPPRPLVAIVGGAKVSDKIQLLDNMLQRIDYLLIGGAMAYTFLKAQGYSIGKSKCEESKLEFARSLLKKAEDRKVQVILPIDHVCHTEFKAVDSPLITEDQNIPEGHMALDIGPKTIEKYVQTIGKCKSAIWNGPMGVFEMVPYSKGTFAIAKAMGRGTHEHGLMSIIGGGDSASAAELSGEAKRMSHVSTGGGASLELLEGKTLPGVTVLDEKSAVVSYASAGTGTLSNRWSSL
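Recombinant glycosomal PGK reaction used 1,3-bisphosphoglycerate generated in-well by GAPDH (100nM final) in 100mM TEA pH 7.6, 5mM MgCl2, 0.01% Tween-20. After 60 minutes at room temperature, ATP was read by Kinase-Glo Plus luminescence end-point.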
BLM inh: blocks DNA unwinding by human BLM helicase; Potency, µM (doses to about 56.1 µM), for inactives: at the highest dose activity change, negative = inhibition, actives largely listed as inhibitors; 350,000 tested, 0.2% active; P54132; recombinant BLM DNA unwinding, fluorescence dequenching;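 note: plate controls were vehicle for no effect and no enzyme for full effect; nearly all actives have a fitted effect of over 35% in size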
Active calls of the source: *; i = inactive; ? = inconclusive; · = no result given; & = joins results of further samples; [ ] = dose if it differs, or a comment. Unless noted, calls come from the whole dose curve; as a rule, active = well fitted curve in the direction sought with a large enough effect; inconclusive = small, poorly fitted or top-dose-only effect, or another doubt; inactive = no such curve, though single readings can be large; an effect the other way counts as inactive or inconclusive. Potency is the fitted concentration of half-maximal effect. An excerpt (hit frequency here may not be typical).

SMILES | GLS inh | BAZ2B block | Pin1 inh | HP1b chromo inh | JMJD2A Tudor | Pol iota inh | G9a block | PGK inhibitor | BLM inh
Cc1ccc(OCCSc2nnc(C)c(=O)n2N)cc1 | 0% | 0% | -7% | 30%[activator] | -3% | 43%[activator] | 4% | -1% | -8%
Cc1c(N2C(=O)/C(=C\c3cccc4ccccc34)SC2=S)c(=O)n(-c2ccccc2)n1C | 19% | -38% | 0% | -7% | ? | -1% | -19%[59 µM] | 7% | -4%
CC(C)=CCOc1ccc([C@@H]2COc3c(ccc4c3C=CC(C)(C)O4)C2)c(O)c1 | 4% | · | -6% | 4% | -27% | -4% | · | 1% | ·
CCOC(=O)CN1C(=N)N(c2nc(NC(C)C)nc(NC(C)C)n2)CC1=O | 0% | 0% | -2% | 16% | -17% | -20% | 3%[59 µM] | -2% | 5%
O=S(=O)(c1cc(Cl)ccc1Cl)N1CCCC1 | 0% | ? | 6% | 36%[activator] | 16% | 16% | 5%[0.501 µM] | -2% | 3%
O=C(CSC1=Nc2ccccc2N=C(c2ccc(F)cc2)C1)NCc1ccccc1Cl | 10% | -9% | -4% | 22%[57 µM] | -4% | 9% | 6%[59 µM] | -7% | -2%
CC(C)(C)C(=O)CSc1nc2ccsc2c(=O)n1Cc1ccccc1F | -21% | 6% | 1% | 62%[activator] | 10% | 7% | 24%[59 µM] | -10% | -6%
Cc1cc(OCC(=O)Nc2cnn(CCCC(=O)O)c2)ccc1[N+](=O)[O-] | 1% | 5% | -10% | 58%[activator] | -1% | 37%[activator] | -34% | -1% | 5%
CCc1cccc(CC)c1NC(=O)C1CCC(CNS(=O)(=O)c2cccc3nsnc23)CC1 (stereo not given) | -1% | -6% | 4% | 25% | -10% | 11% | ? | 0% | -4%
COc1ccc(C(=O)NCCCNC(=O)c2ccco2)cc1OC | 3% | 5% | -3% | -2% | 3% | 8% | 28% | 6% | -1%
COc1ccc(NC(=O)COc2ccc(/C=N/O)cc2OC)cc1 | -18% | -17% | 42%[activator] | 27% | 2% | 45%[activator] | -2% | -1% | 1%
O=S(=O)(NCCSc1nnnn1-c1ccccc1)c1cccs1 | 0% | 2% | 1% | 12% | -12% | 8% | 3%[59 µM] | -11% | -12%
CC(=O)c1c(O)c2ccccc2n(C)c1=O | -13% | 0% | 0% | 17% | ? | 119%[activator] | -34% | -1% | -3%
O=C(CCS(=O)(=O)c1ccc2c(c1)NC(=O)CO2)NCCc1ccccc1 | 51%[activator] | -18% | 1% | 10% | ? | 19% | -5% | i | -1%
CCc1nnc(SCc2c(F)cccc2Cl)c2cc3sccc3n12 | -3% | -6% | 0% | 68%[activator] | -16% | 10% | 3%[59 µM] | i | -5%
O=C(NCC(c1ccco1)N1CCCCC1)c1ccc(S(=O)(=O)Nc2ccccc2)cc1 (stereo not given) | -5% | -1% | 1% | 8% | -15% | -15% | 3% | 3% | ·
Cc1ccc(/C=N/NC(=S)Nc2cccc(S(=O)(=O)N(C)C)c2)o1 | 19% | ? | 5% | 0% | ? | 40%[activator] | 50µM* | -8% | -10%
CCOC(=O)C1C(C(=O)OC)=C(C2=CCCCC2)c2ccccc2N1S(=O)(=O)C(F)(F)F (stereo not given) | 1% | · | -5% | 52%[activator] | 11% | 25% | ? | -8% | -10%[75.6 µM]
CN(C)S(=O)(=O)c1cccc(NC(=O)c2cc3c(cc2Cl)N2CCCCCC2=NS3(=O)=O)c1 | -1% | -36% | 8% | 9% | -17% | 38%[activator] | 20%[59 µM] | -8% | -8%
COc1cc(/C=N/NC(=O)Nc2cccc3nsnc23)cc(OC)c1OC | -11% | 3% | -1% | 6% | -8% | 5% | 20%[59 µM] | -2% | -1%
CC(=O)Nc1ccc(SCCN2CC[C@@H](C)CCC2=O)cc1 | 2% | -27% | -2% | 54%[activator] | -3% | 27% | 5%[2.33 µM] | i | ·
COc1ccc(C(C)(C)C)cc1NC(=O)c1cc(S(=O)(=O)N(C)C)ccc1N1CCCC1 | -6% | -18% | 15% | 4% | -24% | 0% | ? | -1% | -11%
C=CC[C@@H](CC(=O)N[C@H](CO)Cc1ccccc1)C(=O)N[C@H](COC(=O)[C@@H](CC=C)Cc1ccc(F)cc1)C(C)(C)C | -1% | · | ? | 37% | -30% | -3% | · | 0% | ·
COC(=O)CCCC1=CC2=C(c3ccccc3)C(=O)C(C)(OC(=O)C3CCCC3)C(=O)C2=CN1C(CO)CO (stereo not given) | 2% | -19% | -7% | 18% | -21% | 45%[activator] | 27%[59 µM] | 3% | -12%[12.4 µM]
O=C(COC(=O)c1cc[n+]([O-])cc1)Nc1ccc(F)c([N+](=O)[O-])c1 | -9% | -8% | -4% | 18% | -10% | ? | 18%[59 µM] | -3% | -10%
COC(=O)c1cc(NC(=O)COC(=O)CN2C(=O)C3CC=CCC3C2=O)cc(C(=O)OC)c1 (stereo not given) | 2% | 9% | -2% | 2% | -21% | 11% | -27% | i | ·
COc1ccccc1CNC(=O)Cn1cccc1C(=O)c1ccccc1C | -4% | -24% | 3% | 16% | -34% | 2% | 2% | -14% | -3%
COC(=O)c1sc(-c2ccccc2)cc1NC(=O)c1cccc(Cl)c1 | -6% | 1% | -2% | 38%[activator] | 14% | -5% | 7%[59 µM] | -7% | 0%
O=C(N/N=C\c1c[nH]c2ccccc12)c1ccc(O)cc1 | 20% | -3% | 8% | 27% | -15% | 25% | 16% | -12% | 0%
COC(=O)C1=C(C(=O)c2ccc(C)cc2)C(c2ccccc2)n2nnnc2N1 (stereo not given) | 27% | 4%[57.1 µM] | 5% | 17% | -36% | 3% | 16% | 1% | 1%
N=c1c(C(=O)NC2CCCC2)cc2c(=O)n3ccccc3nc2n1CC1CCCO1 (stereo not given) | 2% | 1% | -7% | -5% | -11% | 54%[activator] | 4% | -8% | -11%
COc1cccc(-c2cc(C(=O)N3CCN(C(c4ccccc4)c4ccccc4)CC3)no2)c1 | -4% | -32% | 8% | 8% | -11% | -28% | ? | i | -7%
Cc1ccc(S(=O)(=O)N2CCN(S(=O)(=O)c3ccc4c(c3)OCCCO4)CC2)cc1 | · | · | -6% | 12%[57 µM] | -26%[57.1 µM] | 4% | · | · | ·
CC(Oc1ccc(F)cc1)C(=O)Nc1nc(-c2ccc(F)cc2)ns1 (stereo not given) | -6% | 25% | 8% | 53%[activator] | -1% | -5% | 33%[activator][59 µM] | -7% | -6%
CCOc1cccc(NC(=O)CSc2sc3c(O)cc(=O)[nH]c3c2C#N)c1 | 6% | -27% | 6% | 13% | -15% | 1% | ? | -4% | -3%
COc1ccc(CCn2c(=N)c(C(=O)NCc3ccco3)cc3c(=O)n4ccccc4nc32)cc1 | 1% | -4% | ? | 20% | -33% | ? | 21%[2.33 µM] | 0% | 6%
CC12CCC(=O)N1C(C(=O)NNC(=O)COc1ccc(Br)cc1)CS2 (stereo not given) | 9% | -6% | 0% | 18% | -15% | -7% | 18%[12.7 µM] | -7% | ·
CN1CCN(S(=O)(=O)c2ccc3c4c(cccc24)C(=O)N3)CC1 | 6% | 6% | 3% | 28% | -16% | 6% | 1% | -5% | -2%
CC(C)CNC(=S)NC(=O)c1ccccc1Cl | -11% | -2% | -4% | 61%[activator] | 2% | 161%[activator] | 19%[59 µM] | -4% | 0%
CSc1nc2c(c(=O)[nH]1)C(c1ccc(C(F)(F)F)cc1)CC(=O)N2 (stereo not given) | 21% | -8% | 2% | -36% | -21% | 32%[activator] | 3% | -9% | -5%
COc1cccc(CCc2nnc(CCC(=O)NC(C)Cc3cccs3)o2)c1 (stereo not given) | -2% | -5% | -8% | 22% | -11% | -2% | 4%[59 µM] | -9% | -3%
Cc1cccc(Nc2ncnc3ccccc23)c1 | 3% | 9% | 1% | 22% | -21% | 12% | ? | -6% | 1%
NS(=O)(=O)c1ccc(CCNC(=O)c2cc(-c3ccc(Br)cc3)nc3ccccc23)cc1 | -11% | -23% | 15% | -1% | -18% | 11% | 26%[12.7 µM] | -8% | -1%
O=C(NN=C1CCCCCCC1)c1ccccn1 | -7% | -3% | 0% | 25% | ? | 15% | 15% | -3% | 1%
CCc1ccc(NCc2cc3ccc(OC)cc3n(CC(=O)Nc3ccccc3C)c2=O)cc1 | -4% | -18% | -1% | -5% | -19% | 5% | -2%[59 µM] | -4% | -4%
CC(C)C[C@H](NC(=O)[C@@H](O)[C@H](N)Cc1ccccc1)C(=O)O | 1% | · | · | · | · | -3%[58.9 µM] | ? | · | 0%&-2%
Cc1cc(OC(=O)c2cc(Cl)nc3ccccc23)ccc1Cl | -7% | 12% | 4% | 60%[activator] | -6% | -2% | 14%[12.7 µM] | -9% | -4%
COc1ccc(NC(=O)c2ccc3c(c2)C(=O)N(Cc2cccnc2)C3=O)c(OC)c1 | 8% | 11% | 4% | 42%[activator] | -8% | 10% | 0%[59 µM] | -1% | -2%
CS(=O)(=O)N1CCC(C(=O)NCc2ccco2)CC1 | -23% | -13% | -12% | 10% | -22% | 50µM* | -41%[59 µM] | -16% | -2%
CCOC(=O)COc1ccccc1C(=O)c1cnn(-c2ccccc2)c1 | 2% | 5% | 4% | 38% | -1% | -25% | 17% | · | -3%
COCc1cc(C)nc(SCC(=O)Nc2nc(C)cs2)c1C#N | -2% | 8% | 2% | 33% | -1% | 2% | 14% | -6% | 1%
COc1cc(OC)c(OC)cc1/C=N/NC(=S)NCCN1CCOCC1 | 0% | -33% | 2% | 13% | -17% | 118%[activator] | -23% | i | 1%
CC(=O)N1c2ccc(S(=O)(=O)N3CCCC3)cc2CC1C(=O)NCc1ccc(N(C)C)cc1 (stereo not given) | 27% | ? | 2% | 25% | -32% | 16% | · | 5% | 0%

Gathered by group: those above containing a COOH group
SMILES | GLS inh | BAZ2B block | Pin1 inh | HP1b chromo inh | JMJD2A Tudor | Pol iota inh | G9a block | PGK inhibitor | BLM inh
Cc1cc(OCC(=O)Nc2cnn(CCCC(=O)O)c2)ccc1[N+](=O)[O-] | 1% | 5% | -10% | 58%[activator] | -1% | 37%[activator] | -34% | -1% | 5%
CC(C)C[C@H](NC(=O)[C@@H](O)[C@H](N)Cc1ccccc1)C(=O)O | 1% | · | · | · | · | -3%[58.9 µM] | ? | · | 0%&-2%

From PubChem
